KLF5 inhibitor: inhibitors of KLF5 expression | DLD-1 KLF5 promoter-luciferase reporter, luminescence | inhibition, % at 5 µM | 290,000 tested, 0.23% active | AID 1700;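 active = inhibition above a per-plate limit of that plate's mean compound inhibition plus 3 SD, cut at about 60% in these data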;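 also: 0% = DMSO wells and 100% = LY294002 at 200 µM; higher means less KLF5 promoter-driven luciferase light; inactives centre near -14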
SKKanGAS inh: blocks kanamycin growth of S. pyogenes SKKanGAS strain; BacTiter-Glo, 6 h; inhibition, % at 7.5 µM; 300,000 tested, 1.3% active; AID 1662;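 active = mean replicate score, as percent of positive control median, at least 50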;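 also: strain carries kanamycin resistance gene driven by streptokinase promoter and grows in 40 µg/ml kanamycin; loss of luminescence reflects streptokinase promoter inhibition or plain growth inhibition; 0% = median of DMSO wells and 100% = positive control at its reference dose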
IEC-6 tox: kills IEC-6 intestinal cells in KLF5 counter-screen; IEC-6 cytotoxicity, luminescence viability; inhibition, % at 5 µM; 290,000 tested, 0.78% active; AID 1825; in the data active = inhibition above about 22%;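 also: 0% = plate median of test compound wells and 100% = cytotoxic reference compound wells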
HIF act: HIF pathway transcriptional activation; U2OS HRE-luciferase reporter, luminescence; normalized: DMSO 0%, desferrioxamine 100%; activation, % at 7.5 µM (by protocol); 300,000 tested, 0.32% active; AID 1910;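 active = mean activation of at least 10% of the iron chelator positive control signal, with at least half of replicates also reaching 10%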
TRPC6 act: mouse TRPC6 channel activation; Q61143; HEK293-TRPC6 membrane potential dye fluorescence; active compounds read high; B-score at 10 µM; 310,000 tested, 0.13% active; AID 2550;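 active = B-score of the integrated fluorescence ratio above library mean plus 3 SD, and starting fluorescence ratio within library mean plus 5 SD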;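 also: higher score means more depolarization so channel activation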
MrgX1 antag: blocks BAM8-22 activation of human MrgX1 receptor. MRGX1-HEK293 calcium flux, Fluo-4, BAM8-22 antagonism; active compounds read low. B-score at 10 µM. 310,000 tested, 1.3% active;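 active = calcium-response B-score plate-corrected more than 3 library SD below zero, starting fluorescence within 5 deviations, no agonist response on first addition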;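 also: peak minus trough fluorescence over baseline after final BAM8-22 challenge near maximal dose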
TRPC6 inhibitor: blocks the mouse TRPC6 cation channel | HEK293-TRPC6, membrane potential dye, ACh-evoked depolarization; active compounds read low | B-score at 10 µM | 310,000 tested, 1.1% active;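 active = B-score under library mean minus 3 SD, initial fluorescence not abnormally high, positive integrated signal ratio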;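 also: B-score derived from integrated fluorescence ratio over the kinetic read; more negative B-score means stronger inhibition of depolarization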
aSyn UTR inh: MLPCN primary screen, SNCA 5' untranslated region; alpha-synuclein 5'UTR reporter, inhibitor activity; inhibition, % (tested at 7.5 µM); 300,000 tested, 0.82% active; AID 1813; in the data active = inhibition above about 60%;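 also: H4 neuroglioblastoma cells stably carrying SNCA 5'UTR luciferase fusion; 0% = DMSO wells and 100% = positive control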
TRPC4 agonist: opens the mouse TRPC4 cation channel | Q9QUQ5 | HEK293 TRPC4beta/mu-opioid, Fluo4 calcium fluorescence; active compounds read high | B-score at 10 µM | 310,000 tested, 0.49% active | AID 2237;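 active = B-score above 5 SD of library B-scores, and initial fluorescence ratio not above library mean plus 5 SD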;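 also: positive B-score marks a calcium rise read as TRPC4 activation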
Target sequence (Q9QUQ5 whole entry, looked up): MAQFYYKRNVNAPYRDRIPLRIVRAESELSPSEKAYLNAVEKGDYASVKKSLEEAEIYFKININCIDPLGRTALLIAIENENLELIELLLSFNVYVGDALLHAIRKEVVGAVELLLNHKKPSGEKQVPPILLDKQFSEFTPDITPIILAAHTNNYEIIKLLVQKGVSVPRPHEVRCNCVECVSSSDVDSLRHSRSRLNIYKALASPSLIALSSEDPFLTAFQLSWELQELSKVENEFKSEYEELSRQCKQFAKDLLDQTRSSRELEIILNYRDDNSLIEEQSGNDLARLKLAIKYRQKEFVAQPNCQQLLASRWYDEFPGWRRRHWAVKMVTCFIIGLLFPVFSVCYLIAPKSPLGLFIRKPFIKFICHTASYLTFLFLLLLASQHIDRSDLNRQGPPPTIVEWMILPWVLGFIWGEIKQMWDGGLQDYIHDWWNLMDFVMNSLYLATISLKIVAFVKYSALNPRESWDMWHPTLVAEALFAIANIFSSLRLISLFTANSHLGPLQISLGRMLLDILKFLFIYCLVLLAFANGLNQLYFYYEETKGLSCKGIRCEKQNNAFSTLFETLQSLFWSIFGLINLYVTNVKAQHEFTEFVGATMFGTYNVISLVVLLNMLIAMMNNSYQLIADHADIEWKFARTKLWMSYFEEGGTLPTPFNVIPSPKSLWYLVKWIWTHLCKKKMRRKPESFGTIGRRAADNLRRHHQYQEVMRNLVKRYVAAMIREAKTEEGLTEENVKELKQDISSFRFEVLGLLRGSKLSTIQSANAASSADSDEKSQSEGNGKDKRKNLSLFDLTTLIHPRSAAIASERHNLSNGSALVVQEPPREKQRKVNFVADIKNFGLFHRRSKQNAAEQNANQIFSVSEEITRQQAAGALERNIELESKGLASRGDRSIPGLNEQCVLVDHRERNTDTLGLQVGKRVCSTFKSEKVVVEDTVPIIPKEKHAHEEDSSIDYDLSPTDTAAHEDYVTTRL
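Assay system: HEK293 cells stably co-expressing mouse TRPC4beta and mu-opioid receptor / Timing: Fluo4 dye loading 45 min at room temperature, 110 s recording / Signal: Fluo4 calcium-sensitive dye fluorescence, kinetic, 1 Hz baseline / Read-out: integrated baseline-normalised fluorescence ratio, converted to per-well B score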
TRPC4 potent: TRPC4 (mouse) allosteric potentiation; Q9QUQ5; HEK293 TRPC4beta/mu-opioid, DAMGO EC20, Fluo-4 Ca2+ flux; active compounds read high; B-score at 10 µM; 310,000 tested, 0.42% active;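 active = B-score of calcium response area above 5 SD of library B-scores, with initial fluorescence ratio within 5 SD of library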;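 also: B-score of integrated fluorescence ratio over time as area under calcium response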
TRPC4 block: blocks the mouse TRPC4 cation channel. 300,000 tested, 0.39% active. B-score at 10 µM. HEK293 TRPC4beta/mu-opioid, DAMGO-evoked Fluo4 calcium flux; active compounds read low. AID 2247. Q9QUQ5;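 active = B-score over 3 SD under the library average, no early fluorescence shift, positive overall ratio signal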
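Assay system: Stable TRPC4beta/mu-opioid receptor HEK293 cells | Reagent: DAMGO in two steps, submaximal then maximal | Compound dosing: Single concentration per test compound | Signal: Fluo4 Ca2+ flux fluorescence | Evaluation: Per-well B score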
Active calls of the source: *; i = inactive; · = no result given.

SMILES	KLF5 inhibitor	SKKanGAS inh	IEC-6 tox	HIF act	TRPC6 act	MrgX1 antag	TRPC6 inhibitor	aSyn UTR inh	TRPC4 agonist	TRPC4 potent	TRPC4 block
O=C(NCCc1ccccc1)C(=O)NCC1OCCN1S(=O)(=O)c1ccc(F)cc1 (stereo not drawn)	0	-7	0	0.1	i	i	i	10	i	i	i
CC1(C)Cc2ccccc2C(C(Cc2ccccc2)C(N)=O)=N1 (stereo not drawn)	-25	2	6	0.1	i	i	i	-7	i	i	i
CCC(=O)N1CCN(c2ccc(Cl)cc2NC(=O)c2ccc3c(c2)OCCO3)CC1	-9	-11	-1	-0.7	i	i	i	9	i	i	i
COC(=O)c1ccc(NC(=O)Nc2ccc([N+](=O)[O-])cc2)cc1	-50	51*	-4	-34	i	-7.6*	i	-18	i	i	i
CCn1cc(C(=O)NCc2ccc3c(c2)OCO3)c(=O)c2cc(S(=O)(=O)N3CCOCC3)ccc21	7	10	-1	0.2	i	i	i	-11	i	i	i
CC(=O)Nc1ccc(S(=O)(=O)Nc2nc3nc(-c4ccccc4)cc(-c4ccccc4)n3n2)cc1	12	10	-16	-30	i	-6.4*	i	18	i	i	i
NC(=O)C(Cc1ccccc1)NC(=O)C12CC3CC(CC(C3)C1)C2 (stereo not drawn)	-2	-1	10	-2.0	i	i	i	4	i	i	i
COC/C=C/C1=CC2=CC(=O)C(C)(O)C(=O)C2=CO1 (stereo not drawn)	·	-3	·	-0.9	i	i	i	8	i	i	i
COc1ccc(OCC(=O)N2c3ccccc3CCc3ccccc32)cc1	-6	-5	-2	-0.8	i	i	i	7	i	i	i
COC(=O)c1ccccc1NC(=O)Cn1cc2c(n1)CCC(C)C2 (stereo not drawn)	-14	6	-1	0.2	i	i	i	-33	i	i	i
Cc1ccc(-c2cc(C(=O)NCc3cccs3)no2)cc1	-42	-8	2	1.5	i	i	i	-122	i	i	i
CCCCn1cnc2c(cnn2-c2ccc(Cl)cc2)c1=O	-11	-5	3	1.5	i	i	i	-109	i	i	i
N=C1C(=O)OCC1c1ccccc1NC(=O)Nc1ccccc1 (stereo not drawn)	-32	7	-1	-0.3	i	i	i	-6	i	i	i
C/C(=N\NC(=O)c1nn(C)cc1Br)c1cccc(NC(=O)C(C)(C)C)c1	-34	-2	-2	2.7	i	i	i	-2	i	i	i
Cc1ccc(NC(=O)CCCCCCCCCCC2COCCO2)c(C)c1 (stereo not drawn)	11	-3	3	-0.1	i	i	i	16	i	i	i
Cc1ccc2nc(NC(=O)c3cccc(-c4cc5ccccc5oc4=O)c3)sc2c1	-45	3	1	0.5	i	i	i	-88	i	i	i
COc1ccc(NC(=O)c2nc3ccccc3s2)cc1	-188	-4	-3	-0.3	i	i	i	12	i	i	i
Cc1cc(C)c2c(c1)/C(=N/Nc1ccc(S(N)(=O)=O)cc1[N+](=O)[O-])CCC2	-5	2	-2	-0.3	i	i	i	-11	i	i	i
O=C(O)c1ccccc1C(=O)OCCCCOC(=O)c1ccccc1C(=O)O	-21	-4	4	-0.5	i	i	i	-2	i	i	i
COc1ccccc1-n1c(SCC(N)=O)nc2c(c1=O)SCC2	-7	-1	-6	-0.2	i	i	i	-10	i	i	i
Cc1csc2nc(O)c(C(=O)NC3CCCCC3)c(=O)n12	·	0	·	-2.3	i	i	i	17	i	i	i
Cc1cc(C)cc(N(C(=O)c2cc3ccccc3oc2=O)C2C=CS(=O)(=O)C2)c1 (stereo not drawn)	-15	-2	2	-0.6	i	i	i	-126	i	i	i
CCN(C(=O)COC(=O)c1ccc2c(=O)n3c(nc2c1)CCC3)C1CCS(=O)(=O)C1 (stereo not drawn)	-1	-5	0	0.5	i	i	i	4	i	i	i
COC(=O)Oc1ccc(/C=N/NC(=O)CSCc2ccc(Cl)cc2)cc1OC	-7	-12	4	-0.1	i	i	i	12	i	i	i
C=CCNC(=O)CCCOc1cccc(C)c1	-37	-11	-2	-0.3	i	i	i	-19	i	i	i
Going on with the list.
SMILES	KLF5 inhibitor	SKKanGAS inh	IEC-6 tox	HIF act	TRPC6 act	MrgX1 antag	TRPC6 inhibitor	aSyn UTR inh	TRPC4 agonist	TRPC4 potent	TRPC4 block
COc1ccc(Nc2nc(C(C)(C)C)nc3c2nnn3Cc2ccccc2Cl)cc1OC	-4	27	-3	0.0	i	i	i	0	i	i	i
CC(C)(C)NC(=O)NC(=O)COC(=O)Cc1coc2ccc3ccccc3c12	38	-4	2	0.2	i	i	i	-17	i	i	i
O=C(Nc1ccccc1)c1snc2c(=O)[nH]cnc12	-36	-8	-2	0.9	i	i	i	-8	i	i	i
CCC(=NC1CC(C)(C)NC(C)(C)C1)C1=C(O)CC(C)(C)CC1=O	-10	0	0	-0.2	i	i	i	4	i	i	i
CC(C)S(=O)(=O)c1nsc2nc(=O)c(/C=C3\C=Nc4ccccc43)c(N)n12	-13	-25	3	0.1	i	i	i	-13	i	i	i
COc1ccc(NC(=O)N2C3CCCC2CC(NC(=O)c2ccccc2)C3)cc1 (stereo not drawn)	-3	-4	4	0.0	i	i	i	18	i	i	i
CCCN(C(=O)Cc1nc(N)n[nH]1)C1(C(=O)Nc2c(C)cccc2C)CCCCC1	13	7	-3	-0.1	i	i	i	10	i	i	i
O=C(COc1ccc(Cl)cc1Cl)NC(=S)N1CCCc2ccccc21	-17	4	4	0.2	i	i	i	-19	i	i	i
O=C(Nc1ccc(S(=O)(=O)N2CCCC2)cc1)c1ccc(CN2CCOCC2)cc1	-12	-3	-5	0.1	i	i	i	-4	i	i	i
c1ccc(-c2nn3c(-c4ccco4)nnc3s2)nc1	-30	-4	-4	0.4	i	i	i	-30	i	i	i
C/C(=N\OCC(=O)Nc1ccc(OC(F)(F)F)cc1)c1ccc2c(c1)OCCO2	-5	1	10	·	i	i	i	27	i	i	i
CCOC(=O)N1CCC(NS(=O)(=O)c2ccc3c(c2)OCC(=O)N3)CC1	7	1	-2	-0.1	i	i	i	0	i	i	i
COc1cccc(Nc2nc3ccccc3nc2-n2nc(C)cc2C)c1	-15	0	9	-0.1	i	i	i	-1	i	i	i
CC(C)Cn1c2c(c(O)c(C(=O)Nn3c(Cc4ccccc4)nc4ccccc4c3=O)c1=O)CCCC2	-29	-5	5	-0.2	i	i	i	31	i	i	i
Cc1ccc(NC(=O)CN2C(=O)N/C(=C/c3ccc(N4CCOCC4)cc3)C2=O)cc1	-16	-9	0	2.2	i	i	i	-118	i	i	i
CCNC(=S)Nc1cccc(F)c1C	-2	-2	4	0.4	i	i	i	3	i	i	i
O=C1c2cccc3cccc(c23)C(=O)N1/N=C/c1ccc(O)cc1O	5	-9	-1	-0.4	i	i	i	-46	i	i	i
C=CC[n+]1ccc2ccccc2c1C	4	4	-1	-0.2	i	i	i	2	i	i	i
COc1cccc(CNC(=O)CCCNC(=O)c2ccc(Cl)cc2)c1	-31	-23	4	-0.6	i	i	i	0	i	i	i
COCCNC(=O)C(=O)NCC1OCCN1S(=O)(=O)c1cc(F)ccc1F (stereo not drawn)	-2	2	-2	17*	i	i	i	29	i	i	i
CC1CCCN(Cc2c(O)ccc3c2O/C(=C\c2ccco2)C3=O)C1 (stereo not drawn)	-47	0	-3	-0.6	i	i	i	0	i	i	i
CCCCOc1ccc(C(=O)N/C(=C/C=C/c2ccccc2)C(=O)NCCO)cc1	-12	-4	-2	0.0	i	i	i	22	i	i	i
COc1ccc(CC(=O)NCc2nnc(SCC(=O)Nc3nccs3)n2C)cc1	-40	5	-7	·	i	i	i	·	i	i	i
CN(C)/C=C/c1c([N+](=O)[O-])c2ccc(O)cc2n1-c1ccccc1	-14	42	-2	1.2	i	i	i	2	i	i	i
COc1nc(N)c(S(=O)(=O)c2ccc(C)cc2)cc1C#N	3	-1	2	-0.2	i	i	i	-1	i	i	i
Continuation:
SMILES	KLF5 inhibitor	SKKanGAS inh	IEC-6 tox	HIF act	TRPC6 act	MrgX1 antag	TRPC6 inhibitor	aSyn UTR inh	TRPC4 agonist	TRPC4 potent	TRPC4 block
COc1ccccc1N1CCN(C(=O)c2c(-c3ccccc3Cl)noc2C)CC1	-7	0	6	0.5	i	i	i	-6	i	i	i
COc1ccc(OCCCC(=O)N(C)CC(=O)Nc2c(C)cccc2C)cc1	·	-2	·	0.3	i	i	i	3	i	i	i
COC(=O)c1cc(OC)c(OC)cc1NCC(=O)Nc1cccc(C(F)(F)F)c1	14	-5	-2	0.2	i	i	i	18	i	i	i
O=C(NCCCN1CCOCC1)c1cc(-c2ccccc2)on1	-70	4	-11	28*	i	i	i	-113	i	i	i
O=C(CCc1ccccc1)C(=O)N1CCCC(C(=O)c2cccc(Cl)c2)C1 (stereo not drawn)	-27	-8	-2	-0.1	i	i	i	-14	i	i	i
COc1ccc(CCNc2nc(C)nc3c2oc2ccccc23)cc1OC	6	2	12	-0.1	i	i	i	-3	i	i	i
CCc1ccc(OCC(=O)N(Cc2ccccc2)C2CCS(=O)(=O)C2)cc1 (stereo not drawn)	-13	-1	-9	0.0	i	i	-6.1*	2	i	i	i
CC12CCC(C/C1=N\N=C1\NC(=O)/C(=C\c3ccc(Cl)cc3)S1)C2(C)C (stereo not drawn)	-2	106*	1	0.0	i	i	i	-35	i	i	i
CCOc1ccccc1NC(=O)CCSc1nc2n[nH]c(C)c2c(=N)n1-c1ccccc1Cl	-29	-1	-5	-0.2	i	i	i	36	i	i	i
COc1cc(OC)c(C2CC(=O)N3CN(C)CSC3=C2C#N)cc1OC (stereo not drawn)	-14	-5	-7	-0.2	i	i	i	-2	i	i	i
COc1cc2c(cc1OC)C(c1ccc3c(c1)OCO3)C1=C(CC(C)(C)CC1=O)N2 (stereo not drawn)	-28	-4	-3	-0.6	i	i	i	-25	i	i	i
CCC(C)c1ccccc1N1CC(C(=O)N2CCN(S(=O)(=O)c3ccc(F)cc3)CC2)CC1=O (stereo not drawn)	·	-2	·	-12	i	-7.3*	i	8	i	i	i
COC(=O)C(C)Sc1nc(NCc2ccccc2)nc(N(C)C)n1 (stereo not drawn)	-3	2	7	-1.1	i	i	i	29	i	i	i
CCN(CC)C(=O)CC(c1ccc2c(c1)OCO2)c1c(O)cc(OC)cc1OC (stereo not drawn)	·	2	·	-0.3	i	i	i	-4	i	i	i
CCN(CC)CC(=O)Nc1ccc(/C(C)=N/NC2=NCCN2)cc1	-7	2	-3	-0.2	i	i	-8*	9	i	i	i
